Tau fibril ThT: inhibitors of human tau fibril formation, thioflavin T binding; 270,000 tested, 2.1% active; Potency, µM (titrated, usually from 57.4 µM), for inactives: at the top dose activity, negative = inhibition, most hits filed as inhibitors; P10636; recombinant tau K18 P301L, heparin-induced fibrillization, ThT fluorescence; also: % is scaled to controls: 0 for no effect and ±100 for the full control effect; nearly all actives have a fitted effect of over 55% in size
Target sequence (P10636 561-689 P618L limits assumed): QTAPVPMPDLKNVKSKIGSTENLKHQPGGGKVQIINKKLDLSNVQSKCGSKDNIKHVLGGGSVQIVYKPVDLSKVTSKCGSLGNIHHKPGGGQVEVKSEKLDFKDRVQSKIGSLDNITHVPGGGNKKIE
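ThT emission at 510 nm, taken 1 hr after adding 30 uM dye, quantifies aggregates formed when 20 uM heparin acts on human tau K18 P301L for 6 hr at 37 C.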
RECQ1 helicase: blocks DNA unwinding by human RECQ1; Potency, µM (top dose mostly 57.3 µM), without a hit: at the highest dose activity, negative = inhibition, actives largely listed as inhibitors; RECQ1 DNA unwinding, red fluorescence kinetic read; 240,000 tested, 0.54% active; P46063;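 also: plate controls were vehicle for no effect and no enzyme for full effect; nearly all actives have a fitted effect of over 30% in size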
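RECQ1T1 50 nM; forked duplex (20 bp + 30-nt ss tails) 200 nM, ATP 2 mM final; pH 8.0, 2 mM MgCl2, 2.5 ug/ml poly(dI-dC); 15 min compound preincubation; discontinuous kinetic read over 2 h at RT.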
Tau fluor cs: counter-screen for tau fibril formation inhibitors; Potency, µM (top dose mostly 57.7 µM), for inactives: top-dose activity change, negative = decrease; 280,000 tested, 0.93% active; tau K18 P301L Alexa594 fluorescence, heparin fibrillization; AID 1463; also: % is scaled to controls: 0 for no effect and ±100 for the full control effect; nearly all actives have a fitted effect of over 55% in size
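Human tau K18 P301L (15 uM unlabeled, 0.24 uM Alexa 594-labeled) in 100 mM sodium acetate pH 7 with 20 uM heparin, 6 hr at 37 C. ThT 30 uM added, 1 hr ambient; Alexa 594 FP and total fluorescence read at 555/632 nm.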
TexasRed fluor: counter-screen for TRb-SRC2 inhibitors: fluorescence interference; TRb/SRC2 Texas Red total fluorescence interference; 280,000 tested, 0.29% active; Potency, µM (highest dose often 106 µM), for the others: at the top dose fluorescence change, negative = quenching; active = well fitted curve in either direction with a large enough effect; inconclusive = small, poorly fitted or top-dose-only effect; also: % is scaled to controls: 0 for no effect and ±100 for the full control effect
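Human TRb ligand-binding domain at 0.6 uM with 20 nM Texas Red SRC2 peptide in Tris buffer containing 1 uM T3 and 5% DMSO, incubated with compound 5 h at ambient temperature. Total fluorescence (555/632 nm) calculated as parallel + 2 × perpendicular.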
Tau FP inhib: inhibitors of human tau fibril formation; AID 1468; 280,000 tested, 0.39% active; Potency, µM (top dose mostly 57.7 µM), for the others: at the top dose activity, negative = inhibition, most hits filed as inhibitors; P10636; K18 P301L tau heparin fibrillization, Alexa594 FP, 6 h; also: % is scaled to controls: 0 for no effect and ±100 for the full control effect; nearly all actives have a fitted effect of over 55% in size
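Read-out: fluorescence polarization of Alexa 594-labeled tau (0.24 uM), 555 nm excitation, 632 nm emission. Mixtures held 15 uM unlabeled K18 P301L, compound and 20 uM heparin, pH 7 acetate buffer, incubated 6 hr at 37 C.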
L3MBTL1 block: L3MBTL1 (human) inhibition | AlphaScreen L3MBTL1–H3K9me1 peptide binding | Potency, µM (titrated, usually from 57.1 µM), inactives show top-dose activity, negative = inhibition, most hits filed as inhibitors | 230,000 tested, 0.66% active | AID 485360; also: % is scaled to controls: 0 for no effect and ±100 for the full control effect; nearly all actives have a fitted effect of over 60% in size
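Read-out is AlphaScreen signal from streptavidin donor and nickel chelate acceptor beads (10 ug/mL final each) bridging L3MBTL1 (50 nM) and biotinylated K9-monomethylated H3(1-15) peptide (75 nM), after 30 min compound exposure at room temperature.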
HTT cytoprotect: protects HTT-Q103 PC12 cells, measured by ATP. PC12 HTT-Q103 induced, cytoprotection, ATP luminescence, 40 h. Potency, µM (top dose mostly 56.4 µM), for the others: cytoprotection (ATP increase), hits mostly activators. 230,000 tested, 0.14% active;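 also: % of control where 0% means no effect; nearly all actives have a fitted effect of over 45% in size; toxic huntingtin expression switched on by the ecdysone agonist tebufenozide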
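Quantitative HTS on tebufenozide-induced (100 nM) PC12 cells expressing HTTQ103 exon 1–GFP; compounds tested as a concentration series; survival measured via cellular ATP.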
TRb SRC2 PPI: disrupts binding of human TR beta to SRC2 | P10828 | Potency, µM (highest dose often 106 µM), inactives show top-dose activity change, negative = inhibition, usual class: inhibitors | TRbeta-SRC2 peptide binding, fluorescence polarization; receptor liganded with 1 µM T3 | 280,000 tested, 0.065% active;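 also: plate controls were bound peptide for no effect and peptide without receptor for full effect; nearly all actives have a fitted effect of over 50% in size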
Target sequence (P10828 whole entry, looked up): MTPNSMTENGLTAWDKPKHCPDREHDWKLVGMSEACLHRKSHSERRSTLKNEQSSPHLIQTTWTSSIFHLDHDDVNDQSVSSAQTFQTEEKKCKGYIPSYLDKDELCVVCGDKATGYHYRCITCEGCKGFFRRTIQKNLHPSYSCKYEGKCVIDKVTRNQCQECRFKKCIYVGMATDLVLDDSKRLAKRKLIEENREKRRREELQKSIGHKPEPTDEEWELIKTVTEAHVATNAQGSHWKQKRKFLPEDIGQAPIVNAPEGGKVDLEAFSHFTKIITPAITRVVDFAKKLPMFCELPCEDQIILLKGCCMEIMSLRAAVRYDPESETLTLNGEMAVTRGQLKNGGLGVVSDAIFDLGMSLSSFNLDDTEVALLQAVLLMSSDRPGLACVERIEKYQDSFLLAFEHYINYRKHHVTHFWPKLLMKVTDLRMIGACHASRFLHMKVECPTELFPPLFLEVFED
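Compounds were added to 0.6 uM TRb ligand-binding domain and 20 nM Texas Red-labeled SRC2 peptide in Tris buffer containing 1 uM T3, incubated 5 hr at ambient temperature, then read by fluorescence polarization.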
Numbers without * were called inactive; i = inactive; ? = inconclusive; . = not tested or not shown; [ ] = dose if it differs, or a comment. Unless noted, calls follow the shape of the dose curve; as a rule, active = well fitted curve in the direction sought with a large enough effect; inconclusive = small, poorly fitted or top-dose-only effect, or another doubt; inactive = no such curve, though single readings can be large; an effect the other way counts as inactive or inconclusive. Potency is read from the fitted curve at half-maximal effect. The list is partial (hit frequency here may not be typical).

#	SMILES	TRb SRC2 PPI	Tau fibril ThT	RECQ1 helicase	Tau fluor cs	HTT cytoprotect	TexasRed fluor	Tau FP inhib	L3MBTL1 block
1	CCOC(=O)C1(Nc2nccs2)Sc2ccccc2NC1=O (stereo unspecified)	-8%	-8%	-13%	-1%	-45%[inhibitor][10 µM]	2%	-10%	-1%
2	COc1ccc(C(=O)COC(=O)c2ccco2)cc1	-4%	-10%	-7%	4%	34%	1%	3%	5%
3	O=C1CC(c2ccccc2)=Nc2ccccc2N1	-3%	-2%	-8%	-6%	-9%	1%	-7%	.
4	CCC(C)Nc1nc(C)nc2c1oc1ccccc12 (stereo unspecified)	-4%	-5%	-13%	-2%	?	-3%	2%	10%
5	CCOC(=O)c1cccnc1NC(=O)c1ccccc1	3%	10%	0%	7%	.	0%	1%	3%
6	CC(C)N1CCC(N2CCN(Cc3ccc(C#CC(C)(C)O)s3)CC2CCO)CC1 (stereo unspecified)	-7%	-12%	2%	2%	-57%[inhibitor]	-5%	3%	0%
7	CN(C)S(=O)(=O)N1CCN(S(=O)(=O)c2ccccc2)CC1	-3%	-10%	i	-2%	-2%	-5%	5%	.
8	NC1=NCCN1CC(=O)O	5%	-1%	i	-8%	-12%	0%	-2%	.
9	Cc1noc(C)c1C(=O)Nc1nc(C23CC4CC(CC(C4)C2)C3)cs1	5%	-16%	-5%	-13%	-59%[inhibitor]	0%	4%	.
10	CCN(Cc1ccccc1)c1ccc(/C=N/N=C(N)N)cc1	-2%	-21%	i	?	-17%[10 µM]	-1%	?	-11%
11	COc1ccc(OC)c(C(=O)NC(CC(N)=O)c2ccc(N3CCC(N4CCCC4)CC3)c([N+](=O)[O-])c2)c1 (stereo unspecified)	-2%	-10%	13%	3%	21%[10 µM]	-5%	6%	.
12	Cc1ccccc1C(=O)Nc1ccc(N2CCCCCC2)cc1	4%	?	i	?	-12%[10 µM]	-3%	6%	?
13	CCOC(=O)C1=C(c2ccccc2)NC(=O)NC1c1ccc(O)c(OCC)c1 (stereo unspecified)	1%	0%	i	3%	-24%	-1%	10%	11%
14	Fc1ccc(/C=N/c2c(-c3ccc(F)cc3)nc3n2CCS3)cc1	-7%	?	-5%	-27%	-92%[inhibitor]	-1%	2%	-10%
15	CC(=O)OC[C@@H]1O[C@H](C/C=N\O[C@@H](C)CN2CCCCc3nc(C)c(C)cc32)C=C[C@@H]1OC(C)=O	-6%[11.2 µM]	-15%[11.5 µM]	-8%[11.5 µM]	-12%[11.6 µM]	3%[10 µM]	0%[11.2 µM]	-7%[11.6 µM]	.
16	CCCCC(CC)CNC(=O)C1C2C=CC(C2)C1C(=O)O (stereo unspecified)	-3%	-14%	-5%	-10%	10%	0%	-1%	.
17	O=c1[nH]c2cc3ccccc3cc2nc1C(F)(F)F	-11%	?	i	-19%	-33%[inhibitor]	-1%	-12%	.
18	Cc1ccc2nc(SCC(=O)Nc3ccc(F)c([N+](=O)[O-])c3)[nH]c2c1	1%	?	6%	28µM*[quencher]	3%[10 µM]	-1%	-9%	-6%
19	CC1CCC(NC(=O)CC2Oc3ccccc3NC2=O)CC1 (stereo unspecified)	-7%	-8%	-2%	-8%	-5%	0%	2%	.
20	CCOC(=O)NC(C(F)(F)F)(C(F)(F)F)P(=O)(c1ccccc1)c1ccccc1	-26%	7%	i	8%	1%	1%	-1%	1%

Continued, starting with the last four of the part before.
#	SMILES	TRb SRC2 PPI	Tau fibril ThT	RECQ1 helicase	Tau fluor cs	HTT cytoprotect	TexasRed fluor	Tau FP inhib	L3MBTL1 block
17	O=c1[nH]c2cc3ccccc3cc2nc1C(F)(F)F	-11%	?	i	-19%	-33%[inhibitor]	-1%	-12%	.
18	Cc1ccc2nc(SCC(=O)Nc3ccc(F)c([N+](=O)[O-])c3)[nH]c2c1	1%	?	6%	28µM*[quencher]	3%[10 µM]	-1%	-9%	-6%
19	CC1CCC(NC(=O)CC2Oc3ccccc3NC2=O)CC1 (stereo unspecified)	-7%	-8%	-2%	-8%	-5%	0%	2%	.
20	CCOC(=O)NC(C(F)(F)F)(C(F)(F)F)P(=O)(c1ccccc1)c1ccccc1	-26%	7%	i	8%	1%	1%	-1%	1%
21	COc1ccc(OC)c(NC(=O)CSC2=Nc3ccccc3C3=NC(CCC(=O)NCc4ccco4)C(=O)N23)c1 (stereo unspecified)	4%	-6%	.	-8%	.	3%	4%	.
22	Cc1ccc(SCc2nc(-c3ccccc3)no2)cc1	-3%	?	-5%	-15%	10%[0.074 µM]	-3%	2%	.
23	COc1cccc2c3c(c(=O)[nH]c12)CCC(C)(C)O3	-11%	-11%	-5%	-10%	-9%	-2%	-8%	.
24	COc1ccc(C(=O)/C=C/c2cn(CC(O)CN3CCc4ccccc43)c3ccccc23)cc1OC (stereo unspecified)	-2%	?	.	?	.	-5%	6%	.
25	Cc1ccc(S(=O)(=O)N2CCN(Cc3nc4sc5c(c4c(=O)[nH]3)CCCC5)CC2)cc1	-3%	-6%	-2%	-3%	28%[10 µM]	-1%	6%	0%
26	CCc1ccc(S(=O)(=O)c2cnc(SCC(=O)Nc3ccc(OC)cc3OC)[nH]c2=O)cc1	-9%	?	.	-8%	.	-3%	6%	.
27	CN(CCN1CCOCC1)Cc1nc(-c2cccs2)no1	-5%	-5%	-8%	-3%	0%[10 µM]	-1%	0%	6%
28	CCCOC1CCCN(C(=O)c2cc(Cl)c(Cl)cc2C(=O)O)C1 (stereo unspecified)	-11%	0%	i	4%	1%	0%	-4%	4%
29	CCCn1c(SCC(=O)NC(C)(C)C)nnc1C(C)C	-2%	10%	-14%	9%	17%[1.9 µM]	-4%	6%	-8%
30	CC(C)(C)C(=O)CSc1nc2ccccc2o1	4%	2%	-14%	-3%	.	-4%	-4%	2%
31	Cc1ccc(-c2cn3c(n2)sc2cc(C(=O)NC4CCCCCC4)ccc23)cc1	-3%	-16%	.	-12%	.	-16%	9%	.
32	CC(C)(C)c1nn(-c2ccccc2)c2[nH]c(=O)c(CNc3ccc4c(c3)OCCO4)cc12	3%	?	-5%	?	-30%	-1%	8%	.
33	N#CCC(=O)N/N=C/c1cccc(Oc2ccccc2)c1	2%	7%	9%	8%	14%	-5%	5%	16%
34	COc1cc(C#N)c(NC(=O)CN2CCC(C(N)=O)CC2)cc1OC	3%	2%	i	0%	-10%	-1%	1%	-1%
35	Cc1ccc(NC(=O)CCC(=O)N/N=C/c2ccco2)c(C)c1	5%	-2%	-6%	13%	-1%[10 µM]	-6%	7%	-8%
36	COc1ccc(C2CC(C)=C(C#N)S(=O)(=O)C2C#N)cc1 (stereo unspecified)	0%	.	-14%	-8%	-6%[10 µM]	-2%	0%	.
37	Cn1c(NC(=O)c2ccccc2)c(-c2ccccn2)c(=O)c2ccccc21	-15%	-3%	13%	-9%	-6%	3%	8%	.
38	COc1cc2c(cc1OC)CN(c1nc(CN3CCOCC3)nc3sc4c(c13)CCC(C)C4)CC2 (stereo unspecified)	-11%	?	i	-6%	25%[10 µM]	-2%	5%	?
39	CN1C(=O)c2cccc3c(S(=O)(=O)NCc4ccco4)ccc1c23	-15%	?	-6%	-7%	-1%[10 µM]	-2%	-13%	7%
40	CCN(CC)c1ccc(NC(=O)C2CCN(S(=O)(=O)c3ccc4c(c3)oc(=O)n4C)CC2)c(C)c1	-2%	-3%	.	-14%	.	1%	8%	.
41	CCN1C(=O)N[C@@H](c2cccc(F)c2)C(C(=O)OC)=C1C	1%[11.2 µM]	-10%[11.5 µM]	i[11.5 µM]	-14%[11.6 µM]	-7%[10 µM]	-13%[11.2 µM]	-1%[11.6 µM]	.
42	COc1ccc(CCNc2cc(C)nc3c(-c4ccc(Cl)cc4)cnn23)cc1OC	1%	?	-5%	?	8%[10 µM]	1%	7%	22%
43	CCn1c(SCC(=O)N2CCOCC2)nc(O)cc1=O	-12%	-9%	0%	-9%	-2%	-2%	-4%	.
44	Cc1ccc(CNC(=O)Cn2c(=O)cc(C)c3c(C)nn(-c4cccc(F)c4)c32)cc1	-1%	3%	.	-8%	.	3%	-17%	.
45	Cc1cc(C)nc(NS(=O)(=O)c2ccc(NS(=O)(=O)c3ccccc3)cc2)n1	-8%	-20%	-5%	-10%	4%	-1%	-4%	.
46	Cc1cccc(NC(=O)c2cc(N3CCOCC3)nc3ccccc23)c1	-14%	6%	-10%	-1%	-19%	0%	-2%	18%
47	CCc1ccc(OCC(=O)NC(NC(=S)Nc2ccccc2C)C(Cl)(Cl)Cl)cc1 (stereo unspecified)	14%	6%	-1%	5%	-12%[10 µM]	1%	5%	-12%
48	CCN(CC)S(=O)(=O)c1ccc(C)c(NC(=O)COC(=O)c2ccc(C)c(S(=O)(=O)N3CCOCC3)c2)c1	-11%	-7%	-2%	-25%	-24%	-1%	0%	.
49	CC(C)C(NC(=O)C1CCCCC1)C(=O)Nc1ccccn1 (stereo unspecified)	6%	-16%	i	-12%	-26%	1%	-12%	7%
50	Cc1nn(C)c(=S)n1-c1ccc(Cl)cc1	0%	3%	i	-5%	-6%	-2%	2%	-9%
51	N#Cc1cn(Cc2cccc(Cl)c2)c2ccccc12	-1%	-4%	-27%	-24%	-24%	-6%	-3%	.
52	Fc1ccccc1CSc1nncn1NCc1cccs1	4%	-8%	i	-1%	7%[1.9 µM]	0%	-2%	2%
53	Nc1cc(C(F)(F)F)ccc1N1CCOCC1	0%	-4%	-15%	-7%	-14%	0%	12%	-1%
